FLuc stim CS: FLuc activators, initial screening, artefact control for FLuc-dependent activation tests, biochemical, ATPlite luminescence; Luciferin 4-monooxygenase (Photinus pyralis), P08659; ATPlite luciferase biochemical, 10 min; 0 = ATP-free wells, 1 = DMSO control; activation factor at 10 µM; 200,000 tested, under 10 active;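 active means luciferase activation factor, scaled between plate controls, of at least 2 with compound at 10 µM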
Target sequence (P08659 whole entry, looked up): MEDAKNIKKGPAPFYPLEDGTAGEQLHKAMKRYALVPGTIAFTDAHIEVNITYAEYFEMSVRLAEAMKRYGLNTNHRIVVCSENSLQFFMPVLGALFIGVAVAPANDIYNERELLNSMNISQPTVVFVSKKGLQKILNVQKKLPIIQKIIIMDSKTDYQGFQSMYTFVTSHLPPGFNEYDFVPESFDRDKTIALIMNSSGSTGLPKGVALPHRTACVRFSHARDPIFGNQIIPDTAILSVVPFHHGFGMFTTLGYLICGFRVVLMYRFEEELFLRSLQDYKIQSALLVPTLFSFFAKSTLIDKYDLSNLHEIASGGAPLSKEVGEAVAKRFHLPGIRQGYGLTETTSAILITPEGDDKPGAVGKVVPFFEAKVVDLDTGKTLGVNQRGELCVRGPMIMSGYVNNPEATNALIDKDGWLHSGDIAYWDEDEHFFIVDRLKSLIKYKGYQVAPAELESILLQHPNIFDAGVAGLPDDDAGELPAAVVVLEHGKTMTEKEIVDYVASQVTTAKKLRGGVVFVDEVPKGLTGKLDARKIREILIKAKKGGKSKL
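Assay system: Luciferase/luciferin reagent mix; Medium: PBS as buffer for the ATP substrate; Dosing: test compounds dosed from 2 mM stocks in 100% DMSO; Times: 10 min, room temperature; Signal: luminescence from luciferase reaction; Read-out: luciferase activation; Controls: No-ATP low control, compound-free enzyme-plus-ATP high control.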
NF-kB neuron act: activators of NF-kB expression in neurons, primary screen, cell-based, HTS; human neuronal cells, NF-kB reporter expression; hits give high values; 190,000 tested, 1.6% active; fold change at 12.5 µM; AID 1239, 2008; in the data active means fold change above about 3.3
STAT1 act: STAT1 signaling activators, primary screen, cell-based, HTS, luciferase reporter | NIH 3T3 STAT1-luciferase reporter, IFN-gamma, luminescence; 100% = IFN-gamma alone, no compound | activation (% of control), % at 5.5 µM | 200,000 tested, 2.6% active;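 active means activation above the screen-wide mean activation plus 3 SD, cut at about 130% in these data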;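 further: raw ratio to IFN-gamma control signal so 100% means no change and 0% no light; values of inactives mirror those of a sister screen read the other way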
Diaph inh CS: diaphorase inhibitors and chemical oxidizers, primary screen, counter-screen for diaphorase-coupled primary assays, biochemical, uHTS, resorufin fluorescence. AID 1217, 2008. 190,000 tested, 0.69% active. diaphorase resazurin-to-resorufin fluorescence, NADH, 16 min; bacterial (C. kluyveri) enzyme, not human. inhibition, % at 20 µM;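 active means primary screen inhibition at 20 µM above a set limit, cut at about 50% in these data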;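 further: plate controls were DMSO with full reaction for no effect and wells lacking NADH for full effect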
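controls = No-NADH positive control and DMSO neutral control | system = Clostridium kluyveri diaphorase enzyme | timing = reaction incubation of 16 min at room temperature | signal = resorufin fluorescence 544/590 nm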
APP 5UTR inh: inhibitors of APP translation via 5'UTR reporter, primary screen, APP 5'UTR luciferase, SH-SY5Y cells. SH-SY5Y APP 5'UTR-luciferase reporter, luminescence. inhibition, % at 2 µM. 190,000 tested, 0.82% active. AID 1285, 2008;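 active means inhibition above a set limit, derived from the sample mean plus 3 SD, cut at about 45% in these data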; further: values of inactives mirror those of a sister screen read the other way
TLR4 MyD88 comp: inhibitors of TLR4-MyD88 association in cells, primary screen, cell-based, HeLa CL3-4, BLA complementation, FRET ratio; HeLa CL3-4 TLR4/MyD88 BLA complementation; inhibition, % at 8.4 µM; 200,000 tested, 0.18% active; AID 861, 2007; in the data active means inhibition above about 25%;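 further: 0% = vehicle and 100% = reference inhibitor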
FLuc inhib CS: firefly luciferase enzyme inhibitors, primary screen, artefact control for luciferase-based inhibitor screens, biochemical, luminescence, ATPLite; AID 1006, 2008; 10 min; 200,000 tested, 1.5% active; Luciferin 4-monooxygenase (Photinus pyralis), P08659; inhibition, % at 10 µM;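 active means inhibition above about 50% when tested at 10 µM, limit read from the data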
Diaphorase act: compounds boosting diaphorase resazurin reduction – biochemical, uHTS, resorufin fluorescence, counter-screen for diaphorase-coupled primary assays, primary screen | Diaphorase/resazurin coupled assay, 16 min; hits give high values; 1 = vehicle wells, 0 = NADH-free wells | activation factor at 20 µM | 190,000 tested, 0.005% active;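 active means diaphorase activity raised at least twofold by the compound at 20 µM; inactive means activation factor below 2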
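Material: Purified diaphorase enzyme from Clostridium kluyveri | Buffer or medium: 50 mM HEPES pH 7.4 with 4.542 mM MgCl2, 0.005% Tween 20 | Times: 16 min enzyme reaction, ambient temperature | Signal: Red resorufin fluorescence at 544/590 nm excitation/emission | Measure: Increased resorufin signal from activators or reducing compounds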
G6PDH counter: L. mesenteroides G6PDH inhibitors, counter-screen for G6PDH-coupled screening assays, biochemical, Leuconostoc mesenteroides enzyme; AID 1020, 2008; inhibition, % at 5 µM; 200,000 tested, 0.12% active; Purified L. mesenteroides G6PDH, diaphorase/resazurin coupled fluorescence, 45 min; in the data active means inhibition above about 50%
APP 5'UTR act: activators of APP 5'UTR luciferase reporter, primary screen, SH-SY5Y cells; SH-SY5Y APP 5'UTR luciferase reporter, luminescence; zero percent = DMSO vehicle wells; activation, % at 2 µM; 190,000 tested, 1% active; AID 1276, 2008;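 active means activation above a set limit, based on mean plus 3 SD of controls, cut at about 140% in these data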; further: values of inactives mirror those of a sister screen read the other way
* marks the source's active call; other numbers are inactive results; x = no result given.

SMILES	FLuc stim CS	NF-kB neuron act	STAT1 act	Diaph inh CS	APP 5UTR inh	TLR4 MyD88 comp	FLuc inhib CS	Diaphorase act	G6PDH counter	APP 5'UTR act
O=C(NCc1ccco1)c1ccc(S(=O)(=O)N2CCCc3ccccc32)cc1	1	1.11	98.5	16.9	0.6	5.9	-2.8	0.8	5.0	-0.6
N#Cc1cc(C(=O)c2cc(Cl)ccc2O)cn(-c2ccccc2)c1=O	1	0.99	100.1	10.5	-19.2	-0.1	-2.7	0.9	1.5	19.2
Cc1ccc(-n2nc(C)c3c(-c4cccs4)c(C#N)c(N)nc32)cc1	1	0.86	93.3	32.1	-3.9	4.4	-1.6	0.7	11.1	3.9
CCC(C)C(NC(=O)c1ccc(Cl)cc1Cl)C(=O)O (centres undefined)	0.9	1	107.0	7.5	-3.3	0.0	12.6	0.9	-1.4	3.3
CCCN(CCC)CC(O)CN1C(=O)NC(C)(C)C1=O (centres undefined)	1	1.2	99.8	2.8	3.1	-18.4	-4.6	1	6.9	-3.1
CCCc1[nH]nc2c1C(c1cn[nH]c1-c1ccc(F)cc1)C(C#N)=C(N)O2 (centres undefined)	1	1.78	101.1	10.3	-2.4	3.2	2.8	0.9	0.0	2.4
COc1ccc(NC(=O)c2ccc(S(=O)(=O)N(C)C)cc2)cc1OC	1	0.94	88.8	1.0	1.6	-10.3	-2.3	1	9.7	-1.6
COc1ccc(N2CC(C)(C)C2=O)cc1	1.1	1.09	101.7	5.2	-18.3	-4.7	-7.5	0.9	5.2	18.3
COC(=O)c1ccc(CN2CCN(C3CCCCC3)C(CCO)C2)cc1 (centres undefined)	1.1	1.08	100.3	2.5	13.6	-1.1	-7.2	1	6.3	-13.6
COc1ccc(C2=CSC3=NCCN23)cc1F	1.1	1.12	97.8	1.7	-6.9	0.9	-8.7	1	1.1	6.9
COCCCn1c(Cc2csc(Nc3ccc(F)cc3)n2)nnc1SCC(N)=O	1	1.03	95.1	6.7	10.7	5.5	-3.8	0.9	6.1	-10.7
CC12CCC(C(=O)NC(c3ccccc3)c3ccccc3)(OC1=O)C2(C)C (centres undefined)	1.1	1.11	89.6	6.7	-13.4	-4.7	-5.5	0.9	4.4	13.3
Cc1ccc(C(=O)NCCc2ccc(F)cc2)s1	0.6	4.19*	129.1*	8.7	-161.7	1.5	38.4	0.9	7.0	161.7*
CCc1nnc(NC(=O)c2ccc(N(C)S(=O)(=O)c3ccccc3)cc2)s1	1.1	1.08	98.6	0.3	-24.8	17.7	-9.0	1	0.5	24.8
CC(C)C(=O)Nc1ncc(Cc2cccc(Cl)c2)s1	1.1	0.96	99.8	23.0	-11.8	-8.3	-7.5	0.8	12.4	11.8
O=C1c2ccccc2C(=O)N1CN(C(=O)COc1ccc(Cl)cc1Cl)c1cccc(F)c1	1	1.01	104.2	8.8	-29.7	7.8	-2.2	0.9	-19.2	29.7
COC(=O)[C@@H]1CC[C@H](C)[C@@H](c2ccc(C)cc2)N1C(=O)c1ccc(/C=N/OC[C@@H](O)[C@H]2O[C@@H]3OC(C)(C)O[C@@H]3[C@H]2O)cc1	1	0.92	100.8	-3.3	-2.2	-10.2	-2.6	1	18.1	2.2
CCN(Cc1ccncc1)C(=O)C1CCN(S(=O)(=O)c2cccs2)CC1	1.1	0.91	98.0	5.2	10.3	-1.6	-8.9	0.9	5.8	-10.3
CC1=C(C(=O)O)N2C(=O)C(NC(=O)c3nn(C)cc3[N+](=O)[O-])C2SC1 (centres undefined)	1.1	1.04	108.7	1.3	-9.1	-22.9	-6.1	1	8.1	9.1
Cc1ccc(C)c(C(=O)OCC(=O)Nc2cccc(S(=O)(=O)NC3=NCCCCC3)c2)c1	1	0.9	91.5	22.6	-8.8	-1.4	-2.1	0.8	-0.2	8.8
O=C(CNC(=O)C1CCCCC1)NCCCO	1	1.13	98.4	11.3	-12.7	6.5	-1.5	0.9	-4.0	12.7
COCCNC(=O)Cn1cc(/C=N/NC(=O)c2ccc(Oc3ccc(O)cc3)cc2)c2ccccc21	1	1.12	93.9	-8.9	11.7	-8.8	4.5	1.1	0.1	-11.7
CC(C)c1ccc(CNC(=O)C(=O)NCCCn2ccnc2)cc1	1	0.95	96.7	2.3	4.7	-11.6	2.7	1	2.8	-4.7
Cc1ccc(-c2cc(C(=O)Nc3ccc(S(=O)(=O)Nc4cc(C)on4)cc3)c3ccccc3n2)c(C)c1	1.1	1.29	109.1	24.3	16.5	-0.6	-6.7	0.8	4.8	-16.5
O=C(NC(=S)NCC1COc2ccccc2O1)c1ccccc1 (centres undefined)	1	1.44	100.8	25.5	x	-8.8	-4.1	0.7	5.1	x

Looked up by structure from above (four):
SMILES	FLuc stim CS	NF-kB neuron act	STAT1 act	Diaph inh CS	APP 5UTR inh	TLR4 MyD88 comp	FLuc inhib CS	Diaphorase act	G6PDH counter	APP 5'UTR act
Cc1ccc(-n2nc(C)c3c(-c4cccs4)c(C#N)c(N)nc32)cc1	1	0.86	93.3	32.1	-3.9	4.4	-1.6	0.7	11.1	3.9
O=C(NC(=S)NCC1COc2ccccc2O1)c1ccccc1 (centres undefined)	1	1.44	100.8	25.5	x	-8.8	-4.1	0.7	5.1	x
O=C1c2ccccc2C(=O)N1CN(C(=O)COc1ccc(Cl)cc1Cl)c1cccc(F)c1	1	1.01	104.2	8.8	-29.7	7.8	-2.2	0.9	-19.2	29.7
CCCN(CCC)CC(O)CN1C(=O)NC(C)(C)C1=O (centres undefined)	1	1.2	99.8	2.8	3.1	-18.4	-4.6	1	6.9	-3.1

Going on with the list:
SMILES	FLuc stim CS	NF-kB neuron act	STAT1 act	Diaph inh CS	APP 5UTR inh	TLR4 MyD88 comp	FLuc inhib CS	Diaphorase act	G6PDH counter	APP 5'UTR act
O=C(Nc1ncc(Cc2cccc(Cl)c2Cl)s1)c1ccc([N+](=O)[O-])cc1	1	1.04	100.1	-1.3	12.2	3.6	-2.8	1	-2.0	-12.2
CCOC(=O)N1CCN(S(=O)(=O)c2ccc(C(=O)NNc3nc4c(C)cccc4s3)cc2)CC1	1	0.63	97.8	25.5	-28.1	6.0	-3.6	0.7	16.6	28.1
CN(Cc1cccc(Cl)c1Cl)c1ccc(S(=O)(=O)N2CCCCC2)cc1[N+](=O)[O-]	1.1	0.81	107.2	5.7	10.5	-1.6	-5.7	0.9	2.4	-10.5
COc1ccccc1N1C(=O)c2ccc(C(=O)Nc3nccs3)cc2C1=O	1	1.11	105.2	9.3	3.0	-1.9	4.1	0.9	-8.0	-3.0
CC(C)(C)N(NC(=O)Nc1ccccc1)C(=O)c1ccccc1	1.1	1.27	102.9	6.6	-5.7	5.7	-10.9	0.9	1.3	5.7
COCC(=O)Nc1ccc(N(C)C)cc1	1	0.95	105.6	2.6	-9.0	-3.8	0.4	1	-9.1	9.0
Cc1cc2nc(C3CCN(C(=S)NCCCOC(C)C)CC3)[nH]c2cc1C	1	0.8	97.2	20.8	8.7	-15.2	-1.1	0.8	6.9	-8.7
O=C(NC1CCCCC1)c1ccc(S(=O)(=O)N2CCOCC2)cc1	1.1	1.25	97.0	6.2	-1.0	-5.5	-5.3	0.9	1.7	1.0
COc1ccc(N2C(=O)C(CC(=O)Nc3ccccc3)N(Cc3ccccn3)C2=S)cc1 (centres undefined)	1	1.1	112.9	20.7	-3.1	-6.7	-3.3	0.8	7.3	3.1
CCC(C)c1ccc(NC(=S)NCc2cccnc2)cc1 (centres undefined)	1	1.17	89.1	18.0	2.9	-2.5	-1.1	0.8	10.0	-2.9
Nc1n[nH]c(C(F)(F)F)c1-c1ccccc1	1	1.02	96.0	-0.9	-13.2	12.5	-4.5	1	5.2	13.2
CCN1CCN(C(=O)c2ccc3c(c2)c(C)c(C)n3Cc2ccccc2)CC1	1.1	1.21	105.4	8.9	-5.8	-4.6	-6.8	0.9	3.0	5.8
CCOc1ccc2[nH]c(=O)c(CN(CCN3CCCC3)C(=S)Nc3ccccc3OC)cc2c1	1	0.63	100.2	2.9	-19.6	-12.4	-4.6	1	8.6	19.6
c1ccc(Cc2noc(CN3CCN(Cc4ccc5c(c4)OCO5)CC3)n2)cc1	1.1	1.17	111.8	-2.0	-10.5	3.7	-7.5	1	7.7	10.5
CNc1oc(-c2ccccc2Cl)nc1P(=O)(c1ccccc1)c1ccccc1	1	0.89	103.4	19.2	-18.3	-5.1	-2.9	0.8	-10.9	18.3
Cn1ncc(Cl)c1C(=O)Nc1cc(C(F)(F)F)ccc1F	1	1.1	102.5	2.7	-13.0	7.7	1.6	1	8.3	13.0
CCOc1ccccc1C(=O)Nc1ccccc1C(N)=O	1	1.19	101.9	-7.9	5.0	-8.2	1.7	1.1	1.9	-5.0
CC(C)(C)C(C(Oc1ccc(Cl)cc1)n1cncn1)n1nnnc1C(c1cccc(Cl)c1)N1CCCCC1 (centres undefined)	1.1	1.12	109.2	26.5	-2.9	-8.7	-7.1	0.7	7.3	2.9
Cc1ccccc1NC(=O)Cn1c(=O)n(C)c2ccccc21	1.1	1.04	90.4	5.5	-5.5	-1.9	-9.6	0.9	-4.1	5.5
CCc1ccc(-c2ccc(SCc3ccccn3)nn2)cc1	0.7	1.96	139.5*	-8.8	-44.6	-8.4	31.9	1.1	-0.9	44.6
CCn1c(SCC(=O)O)nnc1-c1ccccc1	1	1.05	86.4	18.8	-6.3	-21.7	1.4	0.8	11.9	6.3
COc1ccc(OC)c(-c2c(=O)n(OCc3ccccc3Br)c3ccccc3[n+]2[O-])c1	1.1	0.97	94.5	13.2	19.1	1.5	-8.1	0.9	3.1	-19.1
NC(=O)C1CCN(CC(=O)Nc2ccccc2Sc2ccc(Cl)cc2)CC1	1	0.76	102.2	14.3	8.6	8.7	-1.3	0.9	14.1	-8.6
CC(C)OCCCn1c(=S)[nH]c2cc3c(cc2c1=O)OCO3	1.1	1.22	103.2	0.7	-14.3	-0.5	-7.9	1	7.1	14.3
CC(C)(C)NC(=O)NC(=O)COC(=O)c1ccc(OC(F)(F)F)cc1	1	0.96	108.7	13.1	6.0	4.2	-2.6	0.9	3.1	-6.0
COc1cccc(NC(=O)CN(C)CC(=O)Nc2ccc(Br)cc2)c1	1	1	99.0	21.8	16.7	-8.4	-1.0	0.8	5.9	-16.7
COc1cc(OC)cc(C(=O)NCCn2ccc3ccccc32)c1	1	1.05	99.4	-0.9	3.1	-0.6	-3.9	1	9.5	-3.1
COCCn1cnnc1SCC(=O)Nc1sccc1C(N)=O	1	1.31	92.5	13.5	-14.4	-10.7	-4.7	0.9	8.1	14.4

Records above marked active in NF-kB neuron act.
structure,FLuc stim CS,NF-kB neuron act,STAT1 act,APP 5UTR inh,TLR4 MyD88 comp,FLuc inhib CS,APP 5'UTR act
Cc1ccc(C(=O)NCCc2ccc(F)cc2)s1,0.6,4.19*,129.1*,-161.7,1.5,38.4,161.7*
